Assay outcomes from PubChem BioAssay.
KCNQ2 inh = KCNQ2 potassium channel inhibitors, primary screen, cell-based, CHO-K1, FluxOR thallium flux, B-score (AID 2156) | O88943 | 20 min; stronger effect = lower value | B-score at 10 µM | 310,000 tested, 1.1% active;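 active = fluorescence ratio B-score at most minus 3 library SDs, with starting brightness B-score within 2 library SDs, cut at about -5.5 in these data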
CHT inh = inhibits the human high affinity choline transporter; CHT-expressing cells, membrane potential dye, choline response; stronger effect = lower value; 310,000 tested, 0.86% active; Q9GZV3; B-score at 10 µM;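 active = B-score over 3 SD under the library average, and starting fluorescence ratio not unusually high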;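 note: choline stimulus applied at its EC90 after an EC20 pre-addition; B-score computed on integrated fluorescence ratio after choline addition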
Target sequence (Q9GZV3 whole entry, looked up): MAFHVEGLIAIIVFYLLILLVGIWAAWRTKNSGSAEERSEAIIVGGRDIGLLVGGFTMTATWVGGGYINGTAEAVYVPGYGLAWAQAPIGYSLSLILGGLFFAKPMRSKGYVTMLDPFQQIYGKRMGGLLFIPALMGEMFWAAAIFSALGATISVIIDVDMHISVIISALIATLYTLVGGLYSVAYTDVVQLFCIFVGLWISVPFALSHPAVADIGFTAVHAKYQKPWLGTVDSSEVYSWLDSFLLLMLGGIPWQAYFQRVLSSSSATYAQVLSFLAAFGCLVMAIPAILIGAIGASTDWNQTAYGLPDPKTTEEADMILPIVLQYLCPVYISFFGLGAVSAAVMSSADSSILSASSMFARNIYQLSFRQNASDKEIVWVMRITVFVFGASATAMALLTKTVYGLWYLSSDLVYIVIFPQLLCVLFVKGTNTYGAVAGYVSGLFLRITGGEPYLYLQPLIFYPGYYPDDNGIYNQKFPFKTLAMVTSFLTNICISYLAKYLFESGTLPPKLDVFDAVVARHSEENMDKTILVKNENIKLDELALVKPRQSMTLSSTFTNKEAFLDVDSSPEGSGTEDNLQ
Calls only; i = inactive; . = no result given.

smiles | KCNQ2 inh | CHT inh
CCOC(=O)c1[nH]c(C)c(C(=O)NC)c1C | i | .
O=C(NCCCN1CCCC1=O)NC1CCCCC1 | i | i
O=C(COC(=O)CCc1c[nH]c2ccccc12)NCc1ccc2c(c1)OCO2 | i | i
O=C(NCCCN1CCOCC1)c1cc(-c2ccc(Cl)c(Cl)c2)on1 | i | i
CCc1noc(C)c1C(=O)NCCc1ccccc1 | i | i
COc1ccc(N=C2S/C(=C\c3ccc(OC(C)C(=O)O)c(OC)c3)C(=O)N2CCc2c[nH]c3ccccc23)cc1 (configuration not stated) | i | .
CNC(=O)Cn1ncc2c(C)n(Cc3ccc(C)cc3)c(C)c2c1=O | i | i
O=C(Nc1ccc(Br)cc1)c1cccc(N2C(=O)C3CCCCC3C2=O)c1 (configuration not stated) | i | i
CC1(C)CC(=O)c2cc(NC(=O)c3ccc(F)cc3)c(=O)oc2C1 | i | i
C=CCNC(=O)c1ccc(C2SCC(=O)N2Cc2ccco2)cc1 (configuration not stated) | i | i

Complete entries, quoted from the list.
Shown for CCOC(=O)c1[nH]c(C)c(C(=O)NC)c1C → KCNQ2 inh: i; CHT inh: .
Shown for C=CCNC(=O)c1ccc(C2SCC(=O)N2Cc2ccco2)cc1 (configuration not stated) → KCNQ2 inh: i; CHT inh: i

Continuation.
smiles | KCNQ2 inh | CHT inh
O=C(CC1Oc2ccccc2NC1=O)NCCCN1CCN(Cc2ccccc2)CC1 (configuration not stated) | i | i
COC(=O)c1c(N2C(=O)CC(Sc3ccccc3C(=O)O)C2=O)sc(C)c1C (configuration not stated) | i | i
O=C(Cc1ccsc1)NNC(=O)c1ccc(F)cc1 | i | i
COc1ccc(N2C(=O)CC(Sc3nc(C)cc(C)n3)C2=O)cc1OC (configuration not stated) | i | i
Cc1ccccc1C(OCC(O)CN1CCCCC1CCO)c1ccccc1 (configuration not stated) | i | i
C/C(=N\Nc1ccc(S(N)(=O)=O)cc1[N+](=O)[O-])c1cccs1 | i | i
O=C(CSc1ncnc2ccccc12)Nc1cc(S(=O)(=O)N2CCCCC2)ccc1Cl | i | i
c1ccc(-c2ccc(-c3cnc4n3CCCCC4)cc2)cc1 | i | i
O=C(NCCNc1ccc([N+](=O)[O-])cc1)c1cc(F)c(F)cc1Cl | i | i
CN(CC(=O)Nc1ccc(Cl)c(C(F)(F)F)c1)C(=O)c1ccc(OCC2CCCO2)cc1 (configuration not stated) | i | i

Next section
smiles | KCNQ2 inh | CHT inh
CC1CCC(NC(=O)C2CCN(c3c4c(nc5ncnn35)CCC4)CC2)CC1 (configuration not stated) | i | i
CCCn1c(CNC(=O)c2cccs2)nc2ccccc21 | i | i
CC1CCCN(C(=O)/C(=C/c2ccco2)NC(=O)c2ccccc2)C1 (configuration not stated) | i | i
Cc1nc(Cl)sc1C(=O)O | i | i
O=C(O)c1cccc(CSc2nnc(-c3ccc(Cl)cc3)o2)c1 | i | i
COc1ccc2c(c1)CC/C(=C\c1ccc(C)o1)C2=O | i | i
CCCc1cc(=O)oc2cc(OCC(=O)NCCc3ccc(S(N)(=O)=O)cc3)ccc12 | i | i
COc1ccc(-c2onc3ccc(C(C)=O)cc23)cc1 | i | i
OC1(CNCc2cn[nH]c2-c2cc3ccccc3o2)CCCCC1 | i | i
CCOC(=O)N1CCC(n2c(=S)[nH]c3cc(OCC)c(OCC)cc3c2=O)CC1 | i | i

(next part)
smiles | KCNQ2 inh | CHT inh
CC(C)NC(=O)c1ccccc1NC(=O)CCc1ccccc1 | i | i
CNC(=O)c1c(NC(=O)c2ccco2)sc(C)c1C | i | i
COc1ccccc1CNC(=O)CN1CCN(c2ccc(C(C)=O)cc2)CC1 | i | i
Fc1cc(Br)ccc1Nc1nc2ccccc2n2nnnc12 | i | i
COc1ccc(/C=N/NC(=O)c2cccnc2)cc1COc1ccc([N+](=O)[O-])cc1 | i | i
CCOC(=O)c1nnc(-c2ccccc2)[nH]c1=O | i | i
Nc1c([N+](=O)[O-])cnnc1-c1ccccc1 | i | i
COc1cc2c(cc1OC)C(CCc1ccccc1)=NCC2 | i | i
CC(=O)N/C(=C\c1ccccc1)C(=O)OCC(=O)c1ccccc1 | i | i
Cc1cc(C(=O)Nn2c(C)nc3ccccc3c2=O)ccc1[N+](=O)[O-] | i | i

New compounds follow:
smiles | KCNQ2 inh | CHT inh
COc1ccc(OC)c(S(=O)(=O)N2CCc3ccccc32)c1 | i | i
CC(=O)N1CCC(C(=O)NC2CCCc3c2cnn3-c2cc(F)cc(F)c2)CC1 (configuration not stated) | i | i
COc1cccc(CNC(=O)CC(NC(=O)c2ccccc2)c2ccccc2)c1 (configuration not stated) | i | i
CC(=O)c1ccc(S(=O)(=O)N2CCC(NC(=O)c3ccccc3)CC2)cc1 | i | i
CN1CCN(CCCNC(=O)c2ccc3c(Cl)c4c(nc3c2)CCCC4)CC1 | i | i
COc1ccccc1Oc1ccc2c(c1)C(=O)N(CC1CCCO1)C2=O (configuration not stated) | i | i
CCn1cc(Br)c(C(=O)Nc2ccc(F)cc2F)n1 | i | i
CCCCCSc1nnc(-c2cc(Br)ccc2N)c(=O)[nH]1 | i | i
Cc1ccc(N(Cc2ccccc2)C(=O)c2cccc(S(=O)(=O)N3CC(C)OC(C)C3)c2)cc1 (configuration not stated) | i | i
O=c1oc2ccccc2cc1-c1nc2ccccc2o1 | i | i

Laid out differently: three of the compounds above
KCNQ2 inh | CHT inh | SMILES
i | i | COc1cccc(CNC(=O)CC(NC(=O)c2ccccc2)c2ccccc2)c1 (configuration not stated)
i | i | CC(=O)c1ccc(S(=O)(=O)N2CCC(NC(=O)c3ccccc3)CC2)cc1
i | i | CN1CCN(CCCNC(=O)c2ccc3c(Cl)c4c(nc3c2)CCCC4)CC1

(cont.)
smiles | KCNQ2 inh | CHT inh
CC(C)n1c(Oc2ccc(F)cc2)nc2c1c(=O)n(C)c(=O)n2C | i | i
CN(C)c1ccc(NC(=O)c2cc3c(=O)n4ccccc4nc3n2C)cc1 | i | i
CCOc1ccc(C(=O)NC2CCN(C(=O)N3CCCC3)CC2)cc1 | i | i
CCN1C(=O)[C@H]2[C@@H](c3ccc(C)cc3)N3C(=O)N(c4ccc(C(F)(F)F)cc4)C(=O)[C@@]3(Cc3ccccc3)[C@H]2C1=O | i | i
O=C(CCc1nnc(Cc2c[nH]c3ccccc23)o1)NC(C1CC1)C1CC1 | i | i
CN1CCN(C(=S)NC(=O)/C=C/c2cccs2)CC1 | i | i
CNC(=O)CSc1nc2cc(S(=O)(=O)Nc3ccc(OC)cc3)ccc2o1 | i | i
O=C(COC(=O)Cc1c(Cl)cccc1Cl)NCCC1=CCCCC1 | i | i
Cn1c(=O)c2c(O)c(C=NCc3ccccc3)c(=O)n(C)c2n(C)c1=O | i | i
Cc1[nH]nc2c1C(c1ccccc1)C1=C(CC(C)(C)CC1=O)N2 (configuration not stated) | i | i

(list continues)
smiles | KCNQ2 inh | CHT inh
O=C(O)COCC(=O)Nc1cc(C(F)(F)F)cc(C(F)(F)F)c1 | i | i
CCOc1ccccc1NC(=S)N1CCC(c2nc3ccccc3o2)CC1 | i | i
Cc1ccc2oc(C(=O)N(CCO)Cc3ccccc3)c(C)c2c1 | i | i
COC(=O)c1ccc(C(=O)OC)c(NC(=S)N2CCCCC2C)c1 (configuration not stated) | i | i
Cc1onc(-c2c(F)cccc2Cl)c1C(=O)N1CCc2ccccc2C1 | i | i
Cc1ccc(Nc2nc3nonc3nc2N(C)C)cc1 | i | i
CCOc1cc([N+](=O)[O-])cc(/C=C2/NC(=O)N(Cc3ccccc3F)C2=O)c1O | i | i
O=C(OCn1nnc2ccccc2c1=O)c1ccc(Br)o1 | i | i
CCCc1cc(=O)[nH]c(Nc2ccc(Cl)cc2)n1 | i | i
COc1ccc(C(=O)O/N=C(\N)Cc2cccs2)cc1OC | i | i

Continued.
smiles | KCNQ2 inh | CHT inh
COc1ccc(C(=O)OCCN2CCN(C3=NS(=O)(=O)c4ccccc43)CC2)cc1OC | i | i
CCCCOC(=O)/C=C/c1c(C)[nH]c(=O)[nH]c1=O | i | i
Brc1ccc(CN2CCN(Cc3c[nH]c4ccccc34)CC2)cc1 | i | i
COc1ccc(S(=O)(=O)N2CCCCCC2)cc1NC(=O)CN1C(=O)NC(C)(c2ccc(C)cc2)C1=O (configuration not stated) | i | i
COc1ccc(Cc2nnc(NC(=O)CS(=O)(=O)c3ccccc3)s2)cc1OC | i | i
c1ccc(-c2cnc(CSc3nnc4ccccn34)o2)cc1 | i | i
COc1ccc(Oc2cc(NN3CCCCC3)c([N+](=O)[O-])cc2[N+](=O)[O-])cc1OC | i | i
O=[N+]([O-])c1ccc(-c2cn3ccccc3n2)cc1 | i | i
COc1ccc(NC(=S)NCc2ccc(S(N)(=O)=O)cc2)c(OC)c1 | i | i
COc1cc(C(=O)Nc2cc(-c3nc4cc(C)ccc4o3)ccc2C)cc(OC)c1OC | i | i

Following part.
Below each SMILES – KCNQ2 inh	CHT inh
O=C(Cc1c[nH]c2ccccc12)Nc1ccc(N2CCOCC2)cc1
  i	i
CCCC(=O)Nc1nnc(SCC(=O)NCc2ccc3c(c2)OCO3)s1
  i	i
CC(C)(C)c1ccc(C(=O)NNC(=O)CCc2ccccc2)cc1
  i	i
CN(C)c1ccc(Nc2nc(N)c3ccccc3n2)cc1
  i	i
COc1ccc(N2CC(C(=O)N3CCCC(C)C3)CC2=O)cc1 (configuration not stated)
  i	i
COc1ccc(NS(=O)(=O)c2cccc(C(=O)N3CCN(Cc4cc(OC)ccc4OC)CC3)c2)cc1
  i	i
O=[N+]([O-])c1cccc(C(=S)N2CCN(c3ccc(F)cc3)CC2)c1
  i	i
CC(=O)c1ccc(C(=O)N(CCN(C)C)c2nc3c(Cl)cccc3s2)cc1
  i	i
O=C(Nc1ccccn1)c1cc(-n2cnnc2)ccc1Cl
  i	i
Cc1ccc(N(CC(=O)NCc2ccc(F)cc2)C(=O)CCC(=O)Nc2ccccn2)cc1C
  i	i
C/C=N/NC(=O)c1cc(Br)ccc1O
  i	i
O=C(Cc1cccc2ccccc12)Nc1ccc2oc(-c3ccccc3)nc2c1
  i	i
Cc1ccc(NC(=O)CSc2ncc(S(=O)(=O)c3ccccc3)c(=O)[nH]2)cc1C
  i	i
S=C(NCc1ccco1)Nc1ccc2c(c1)OCCO2
  i	i
COc1ccc(CCNC(=O)Cn2nnc(-c3ccc(OC)c(OC)c3)n2)cc1OC
  i	i

(listing goes on)
Below each SMILES – KCNQ2 inh	CHT inh
Cc1nc(C(=O)NC2CCOCC2)sc1C1(C)CC(c2cccc([N+](=O)[O-])c2)=NO1 (configuration not stated)
  i	i
Cc1ccc(N2C(=O)CSC2c2cccnc2)cc1F (configuration not stated)
  i	i
O=C(c1cccc(N2C(=O)C3C4C=CC(C4)C3C2=O)c1)N1CCCCCC1 (configuration not stated)
  i	i
Nn1c(Nc2ccc(Cl)cc2)nncc1=O
  i	i
COc1cc(/C=N/NC(=O)c2cccc(C(=O)N/N=C/c3ccc(O)c(OC)c3)n2)ccc1O
  i	i
Cc1cc(C=O)c(C)n1-c1cccc(C(=O)O)c1
  i	i
CN1CCN(S(=O)(=O)c2ccc(NC(=O)c3ccccc3F)cc2)CC1
  i	i
COc1cc(C(C)=O)ccc1COc1ccc(C(=O)OC(C)C(=O)NC(N)=O)cc1OC (configuration not stated)
  i	i
COc1ccccc1N1CCN(CC(=O)Nc2nccs2)CC1
  i	i
Cc1occc1C(=O)Nc1cccc(/C=C/C(=O)O)c1
  i	i
CC(C)C[C@H](NC(=O)OC(C)(C)C)C(=O)N[C@@H](CO)[C@H](O)[C@@H]1C[C@@H]1C(=O)NC1CCCCC1
  i	i
CN1/C(=C/C2CC(=O)N(c3ccc([N+](=O)[O-])cc3)C2=O)C(C)(C)c2ccccc21 (configuration not stated)
  i	i
O=C(NCc1cccc(Br)c1)c1cc(-c2ccccc2)nn1CC1CC(c2cccnc2)=NO1 (configuration not stated)
  i	i
Cc1oc2ccc(OCc3c(F)cccc3Cl)cc2c1C(=O)O
  i	i
O=C(C(c1ccccc1)N1CCOCC1)N1CCOCC1 (configuration not stated)
  i	i

(listing goes on)
Below each SMILES – KCNQ2 inh	CHT inh
COC(=O)N/N=C/c1cc(N=Nc2ccccc2)ccc1O
  i	i
OCCN1CCN(Cc2cc(Cl)c3cccnc3c2O)CC1
  i	i
COc1ccc(CNC(N)=O)cc1
  i	i
CCn1c(SCC(=O)OC2CCCCC2)nc2ccccc2c1=O
  i	i
Nc1nc2ccccc2n1C(=O)CCc1ccccc1
  i	i
COc1ccc(C/C(O)=C(\C#N)c2nc3ccccc3[nH]2)cc1OC
  i	i
CCCc1nc(SCC(=O)N2CCC(C)CC2)c2c(=O)n(C)c(=O)n(C)c2n1
  i	i
O=C(Nc1ccc(-c2csc(Nc3cccc(C(F)(F)F)c3)n2)cc1)c1cccc(C(F)(F)F)c1
  i	i
O=C(NNC(=O)c1ccc(Br)cc1)c1ccncc1
  i	i
COc1ccccc1CNC(=O)c1c(N)n(CCCN2CCOCC2)c2nc3ccccc3nc12
  i	.
COc1ccc(C(=O)N2CCOC2CNC(=O)C(=O)NCc2ccc3c(c2)OCO3)cc1 (configuration not stated)
  i	i
COc1ccccc1NC(=O)c1ccc(CN(c2cc(Cl)ccc2C)S(=O)(=O)c2ccccc2)cc1
  i	i
Cc1cccc(CCNC(=O)CCc2c(C)nc3ncnn3c2C)c1
  i	i
CCNc1nc(OC)nc(Oc2ccc(C(=O)OC)cc2)n1
  i	i
Cc1cc(-c2sccc2C)nc(-n2cccc2)n1
  i	i

(further entries)
Below each SMILES – KCNQ2 inh	CHT inh
CCOC(=O)N1CCN(C(=O)CSc2ccc(-c3ccc(OC)c(OC)c3)nn2)CC1
  i	i
Cn1c(N)c(C(=O)COC(=O)C2CCCC2)c(=O)n(C)c1=O
  i	i
CN(C)[C@@H](CO)c1nnc([C@H](CC(=O)O)NC(=O)C2CCNCC2)o1
  i	i
O=C(c1ccc(Cl)cc1)N1CCCCC(Sc2nnc(-c3ccc4c(c3)OCO4)o2)C1=O (configuration not stated)
  i	i
O=C(Nc1cccc2cccnc12)C1CCCC1
  i	i
